Assay outcomes from PubChem BioAssay.
DTT redox prof: compounds producing H2O2 with reducing agent – biochemical, NIH compound library profiling, artefact control for MLSCN library redox annotation, primary screen; DTT-dependent redox cycling H2O2, phenol red/HRP absorbance; 100% = 100 µM peroxide control, 0% = buffer; activation, % at 10 µM; 0.03% of 200,000 active; AID 878;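 active means activation of at least 50% relative to the plate's high and low controls in the primary single-dose screen; inactive means activation below 50%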;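 further: compound incubated with DTT at 0.8 mM final as the reducing agent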
NF-kB neuron act: compounds increasing NF-kB expression in human neuronal cells; AID 1239; fold change at 12.5 µM; 1.6% of 190,000 active; NF-kB reporter expression; active compounds read high; in the data active means fold change above about 3.3
APP 5'UTR act: APP 5'UTR luciferase reporter activation; 1% of 190,000 active; AID 1276; SH-SY5Y APP 5'UTR luciferase reporter, luminescence; zero percent = DMSO vehicle wells; activation, % at 2 µM;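 active means activation above a set limit, based on mean plus 3 SD of controls, cut at about 140% in these data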; further: values of inactives mirror those of a sister screen read the other way
APP transl inh: APP translation inhibition; SH-SY5Y APP 5'UTR-luciferase reporter, luminescence; 0.82% of 190,000 active; inhibition, % at 2 µM;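 active means inhibition above a set limit, derived from the sample mean plus 3 SD, cut at about 45% in these data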; further: values of inactives mirror those of a sister screen read the other way
Hsp70 act: transcriptional activators of Hsp70; 0.04% of 200,000 active; activation, % at 10 µM; HeLa Hsp70 promoter luciferase reporter, luminescence; scaled: vehicle 0, proteasome-inhibitor control 100%; AID 1203;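 active means activation above the mean across all tested compounds plus 3 SD, cutoff set per campaign, cut at about 5.5% in these data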;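 further: 100% = MG132 at 30 µM as the positive control and 0% = DMSO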
FLuc stim CS: firefly luciferase counter-screen for stimulation assays; 200,000 tested, under 10 active; ATPlite luciferase biochemical, luminescence, 10 min; 0 = ATP-free wells, 1 = DMSO control; P08659; activation factor at 10 µM;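 active means luciferase activation factor, scaled between plate controls, of at least 2 with compound at 10 µM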
Target sequence (P08659 whole entry, looked up): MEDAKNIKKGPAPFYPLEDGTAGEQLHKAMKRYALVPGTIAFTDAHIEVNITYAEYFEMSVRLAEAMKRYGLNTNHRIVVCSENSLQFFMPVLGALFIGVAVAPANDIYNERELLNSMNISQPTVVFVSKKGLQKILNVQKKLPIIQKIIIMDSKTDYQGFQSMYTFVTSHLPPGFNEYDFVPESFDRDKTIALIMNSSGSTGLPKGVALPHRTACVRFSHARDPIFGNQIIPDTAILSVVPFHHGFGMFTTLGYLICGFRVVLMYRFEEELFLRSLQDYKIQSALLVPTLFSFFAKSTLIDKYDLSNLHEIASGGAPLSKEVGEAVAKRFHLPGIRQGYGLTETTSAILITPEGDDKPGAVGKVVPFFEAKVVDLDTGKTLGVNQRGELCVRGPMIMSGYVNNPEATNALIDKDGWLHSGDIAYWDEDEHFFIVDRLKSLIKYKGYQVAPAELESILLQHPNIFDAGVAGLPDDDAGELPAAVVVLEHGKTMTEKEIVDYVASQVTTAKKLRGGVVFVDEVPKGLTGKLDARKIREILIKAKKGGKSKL
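Assay system: Luciferase/luciferin detection reagent, cell-free biochemical luciferase assay / Read-out: luciferase activation / Benchmarks: No-ATP low control, compound-free enzyme-plus-ATP high control / Medium: PBS buffer for ATP / Detection: luminescence measurement of luciferase light output / Schedule: 10 min at ambient temperature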
G6PDH counter: inhibits Leuconostoc G6PDH, flagging false hits in G6PDH-based assays; 0.12% of 200,000 active; Purified L. mesenteroides G6PDH, diaphorase/resazurin coupled fluorescence, 45 min; inhibition, % at 5 µM; AID 1020; in the data active means inhibition above about 50%
FLuc inh counter: inhibits firefly luciferase, flagging false hits in luciferase inhibition screens; P08659; ATPLite firefly luciferase biochemical luminescence, 10 min; inhibition, % at 10 µM; 1.5% of 200,000 active; AID 1006;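 active means inhibition above about 50% when tested at 10 µM, limit read from the data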
STAT1 activator: increases IFN-gamma driven STAT1 reporter signal | NIH 3T3 STAT1-luciferase reporter, luminescence; 100% = IFN-gamma alone, no compound | activation (% of control), % at 5.5 µM | 2.6% of 200,000 active;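 active means activation above the screen-wide mean activation plus 3 SD, cut at about 130% in these data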;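 further: raw ratio to IFN-gamma control signal so 100% means no change and 0% no light; values of inactives mirror those of a sister screen read the other way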
HMGR II inh: blocks class II HMG-CoA reductase of Enterococcus faecalis | purified E. faecalis HMGR, NADPH absorbance 340 nm kinetic | inhibition, % at 10 µM | 0.41% of 190,000 active | AID 1066;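 active means inhibition above a set limit, the median over all tested compounds plus 3 SD, cut at about 9.5% in these data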;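 further: enzyme runs in reverse so mevalonate oxidation gives rising NADPH absorbance; 0% = complete reaction with DMSO and 100% = background rate lacking mevalonate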
Starred values were filed as active, the others as inactive; · = no result given.

SMILES	DTT redox prof	NF-kB neuron act	APP 5'UTR act	APP transl inh	Hsp70 act	FLuc stim CS	G6PDH counter	FLuc inh counter	STAT1 activator	HMGR II inh
COc1ccc(OC)c(-n2c(=S)[nH]c3cc(C(=O)NCCCN4CCCC4=O)ccc3c2=O)c1	2.4	1.1	-12	12	-0.1	1	0	-2	96	1
O=C(CCCCl)OCc1cn(-c2ccc(Cl)cc2)nn1	-0.3	1.1	-29	29	-0.3	1	-4	-2	98	4
Cc1nnc(SCC(=O)N(C)C2CCS(=O)(=O)C2)n1Cc1ccccc1 (configuration not stated)	-0.5	1.1	-1	1	0.1	1	0	-4	104	0
CCOc1ccc2nc(N(CCN(CC)CC)C(=O)c3ccc([N+](=O)[O-])cc3)sc2c1	5.6	1.1	-12	12	-0.2	1	6	3	103	7
CCc1cccc2c(C(=O)COC(=O)c3c(C)noc3C)c[nH]c12	2.2	1.1	-7	6	0.1	1	4	0	108	-8
CN1CCN(c2ccc([N+](=O)[O-])cc2C(=O)Nc2ccccc2)CC1	-0.6	1.2	8	-8	-0.3	1	3	0	100	-1
COc1ccc(C(C(=O)NC2CCCC2)N(CC2CCCO2)C(=O)Cc2cccs2)cc1OC (configuration not stated)	-0.6	1.1	7	-7	0.1	1	4	-4	95	3
C=CCn1c(SCC#N)nc2ccccc2c1=O	1.6	0.98	7	-8	0.0	1	3	-3	106	-5
O=C(Nc1cccc(F)c1)c1ccc(S(=O)(=O)N2CCCC2)cc1	-2.9	1.1	·	·	0.0	1	-4	-2	98	-4
O=C(NCc1ccco1)C(Cc1ccccc1)N1C(=O)C2C3C=CC(C3)C2C1=O (configuration not stated)	-1.7	1.2	4	-4	0.2	1.1	2	-8	99	-5
Cc1ccc2c(CC(=O)OCC(=O)Nc3ccc(Cl)cn3)coc2c1	-0.6	1.1	8	-8	-0.4	1	20	-1	99	-9
Cc1cccc(N(C(=O)Cc2cccs2)C(C(=O)NCc2ccco2)c2ccncc2)c1 (configuration not stated)	-0.4	1.2	14	-14	-0.2	1	15	-2	90	-4
COc1ccc(/C=C/C(=O)Oc2cc(C)[nH]c(=O)c2[N+](=O)[O-])cc1OC	-1.7	1.1	2	-2	-0.1	1	-5	-4	93	2
O=C(CSc1nc2[nH]ncc2c(=O)[nH]1)Nc1nccs1	0.4	1	-8	8	0.0	1.1	4	-8	102	2
CC/C(=N\NC(=O)Nc1ccccc1)c1ccccc1	-0.1	1.5	-10	10	-0.1	1	19	0	110	0
NC(=O)C1CCN(CCC(=O)Nc2ccc3c(c2)CCC3)CC1	-0.2	1.3	15	-15	-0.5	1.1	5	-6	97	-6
COc1cccc(NC(=O)Cc2ccccc2)c1	1.1	1.6	10	-10	-0.1	1	5	-4	105	-2
O=C(CSc1nnc(Cn2nnc3ccccc32)o1)Nc1ccc(Cl)cc1	0.8	0.92	4	-4	-0.1	1.1	-1	-7	101	-2
O=C(CCc1nc2ccccc2[nH]c1=O)OCc1ccc(S(=O)(=O)N2CCOCC2)cc1	5.1	1.2	-4	4	-0.2	1.1	12	-7	95	-3
CCOc1ccc(N=Nc2c(C)noc2C)cc1	0.1	1.3	5	-5	-0.2	1	14	-1	119	-11
CCNc1nc(NC(C)(C)C)nc(N(C#N)CC)n1	-0.1	0.97	15	-15	-0.2	1	2	-1	91	-3
Cc1cc(C)n(C(=O)CCCn2cc([N+](=O)[O-])cn2)n1	0.6	0.84	-14	14	-0.2	1	6	-1	101	-5
C/C(=N\NC(=O)c1cccc(N/N=C(\C)c2ccco2)c1)c1ccco1	-0.1	1	63	-64	0.0	0.8	-3	15	120	-3
Cc1ccc(CC2CC(=O)N(c3nc4ccccc4s3)C2=O)cc1 (configuration not stated)	-0.2	1.2	15	-15	-0.2	1	7	-1	105	-7
CCOC(=O)c1cc2sccc2n1CC(=O)N1CCCC1	0.5	1.1	-9	9	-0.2	1.1	-2	-6	105	-3
CC(=O)Nc1cc(C(N)=O)c(Cl)cc1Cl	2.2	1.1	5	-5	-0.4	1.1	14	-8	102	-8
Cc1cc(C)nc(-n2nc(C)c(Oc3ccccc3O)c2C)n1	0.7	1.2	-8	8	0.0	1	6	1	107	-3
COc1ccc(-n2ncc3c(N4CCN(Cc5ccccc5)CC4)ncnc32)cc1	-0.3	1.3	13	-13	-0.2	1.1	7	-7	113	-1
COc1ccc(C(=O)N2CCCC(CCC(=O)NCc3ccc(F)c(F)c3)C2)cc1F (configuration not stated)	0.4	1.3	-6	6	-0.5	1	13	-4	105	-2
O=C(CCNC(=O)OCc1ccccc1)NC1CCCCCC1	-0.1	1	-1	1	-0.3	1	-5	-4	104	0
COc1ccc(Nc2nc3ccccc3c(=O)s2)c(OC)c1	4.2	0.92	-1	1	-0.2	1.1	8	-11	99	-1
N#CC(Nc1ccccc1)c1ccccc1OCc1ccccc1 (configuration not stated)	-0.1	1.1	-11	11	-0.1	1	-1	-5	98	-5
CNC(=O)CC1C(=O)N(Cc2ccccc2)C(=S)N1NC(=O)c1cccc(F)c1 (configuration not stated)	0.1	0.98	3	-3	0.3	1	4	-3	102	-4
C=CCn1c(C)cc(C(=O)COC(=O)/C=C/c2ccc(OC)cc2)c1C	-0.6	0.87	-8	8	-0.2	1.1	-3	-5	103	-2
CCNC(=O)NC1(C(=O)Nc2ccc3c(c2)CCC3)CCCCC1	4.3	1.1	4	-4	-0.2	1	9	-4	100	-6
Cc1ccc(-n2cc(CNCCCn3ccnc3C)c(-c3ccc(F)cc3)n2)cc1	0.9	0.78	16	-16	0.6	1	7	-4	100	3
COC(=O)c1c(N2C(=O)[C@H]3[C@@H](C2=O)[C@]2(C(=O)Nc4c(C)cc(C)cc42)N2CCC[C@@H]32)sc(C)c1C	0.0	0.47	17	-17	0.3	1	5	-5	99	1
O=[N+]([O-])c1ccc2c(c1)nc1n2CCN(C2CCCCC2)C1	-1.2	·	91	-91	0.7	0.9	3	7	144*	-3
COc1cccc(NC(=O)CC2(CC(=O)O)CCCC2)c1	2.5	1	4	-4	0.0	1.1	-4	-8	105	2
COC(=O)C1=C(C(=O)OC)N2C=CC=CC2(C)C(C(=O)OC)=C1C(=O)OC (configuration not stated)	-0.1	1.3	-4	4	-0.3	1	10	-4	95	-2
Cc1ccc(C(=O)NCCc2ccncc2)cc1	2.3	1.7	33	-33	-0.1	0.7	6	29	112	12*
CC1(C)CC(=O)c2sc(NS(=O)(=O)c3ccc(F)cc3)nc2C1	0.1	1.2	5	-4	-0.1	1.1	13	-9	94	-4
O=C(CN(C(=O)CCC(=O)Nc1nccs1)c1ccc(F)cc1)NCC1CCCO1 (configuration not stated)	0.4	1.1	7	-7	-0.4	1.1	0	-8	104	2
O=C(Oc1ccccc1)c1cccc(N2C(=O)CCC2=O)c1	0.3	1.5	-12	12	-0.1	1	2	1	104	3
O=C(O)c1ccccc1CSc1ncccc1C(=O)O	-2.3	1.3	21	-21	-0.4	1.1	-2	-10	101	0
CC(=O)OCC1OC(n2ncc(=O)n(Cc3ccccc3)c2=O)C(OC(C)=O)C1OC(C)=O (configuration not stated)	-0.4	1.1	-15	15	-0.3	1	8	-1	99	1
COC(=O)CSc1nc(N)c(C#N)c(-c2ccco2)c1C#N	-7.5	1.5	1	-1	-0.3	1.1	-2	-7	107	0
Cc1cc(C)c(C)c(OCCOCCN2CCOCC2)c1	1.1	1.3	-6	6	-0.2	1.1	-12	-6	96	1
COc1ccccc1OCc1nnc(SCC(=O)NCc2ccco2)n1Cc1ccco1	2.4	0.92	8	-8	-0.3	1	11	-4	99	0
COc1cccc(/C=N/NC(=O)c2ccc(=O)n(C)c2)c1O	-0.6	2	-2	2	-0.1	0.9	-8	8	99	-5
COc1ccc(C(=O)NC2CCN(C(=O)Nc3ccccc3Cl)CC2)cc1	-0.1	1.1	8	-8	-0.2	1	0	2	100	2
CC1CCN(C(=O)CSc2nnc(CNC(=O)c3ccco3)o2)CC1	0.0	1.3	0	0	-0.4	1	3	-3	92	-1
C1CCN(c2nc3nonc3nc2NCC2CCOCC2)CC1	-1.5	1.2	0	0	0.1	1.1	9	-7	93	-3
CC(C)CC(C)NNC(=O)c1cc2ccccc2[nH]1 (configuration not stated)	-4.8	1.2	-6	6	-0.2	1	3	-3	108	-1
c1ccc2c(c1)NC1(CCCC1)n1c-2nc2ccccc21	-1.8	1.7	32	-32	-0.1	0.9	1	5	125	-4
Cc1ccn2c(NC(=O)c3ccccc3)c(-c3cccs3)nc2c1	-4.7	1.1	-6	6	-0.1	1	3	-5	100	-4
COc1ccc(NC(=O)CC2C(=O)N(c3ccc(OC)cc3)C(=O)N2C(C)C)cc1 (configuration not stated)	0.3	1.2	-11	11	-0.5	1	0	-4	101	2
Cc1ccc(O)c(-c2cc(C(F)(F)C(F)F)[nH]n2)c1	0.1	1.4	12	-12	-0.4	1	-1	-1	105	0
CCOc1ccc2nc(NCCNC(=O)CC)c(C#N)cc2c1	0.3	2.1	-2	2	0.0	1	-1	-3	100	2
CCCCN(CCCC)S(=O)(=O)c1ccc(C(=O)Nc2nnc(COC)o2)cc1	-1.5	0.99	10	-10	0.9	1.1	6	-5	105	-5

Additional structures follow:
SMILES	DTT redox prof	NF-kB neuron act	APP 5'UTR act	APP transl inh	Hsp70 act	FLuc stim CS	G6PDH counter	FLuc inh counter	STAT1 activator	HMGR II inh
COc1ccc2oc(C)c(C(=O)c3ccc([N+](=O)[O-])cc3)c2c1	-0.9	1.1	33	-33	-0.4	1.1	-4	-8	93	-4
CC1CN(c2ccccc2)C(=O)CS1 (configuration not stated)	1.6	1.2	10	-10	-0.1	1.1	-1	-6	108	3
CCCc1nnc(NC(=O)Cn2c(=O)oc3ccccc32)s1	2.2	1	7	-8	0.2	1	31	-1	94	-1
O=c1onc(-c2ccc(Cl)cc2)n1Cc1ccc(F)cc1	0.4	1.1	-11	11	-0.2	1	-8	3	92	-2
COC(=O)c1sccc1NC(=O)Cc1ccc(Br)cc1	-0.4	1.1	-2	2	-0.2	1	32	1	100	0
O=C(CCc1nnc(-c2ccccc2)o1)NCc1c(F)cccc1F	-0.5	1.1	26	-26	-0.2	1.1	9	-6	100	-10
CCOC(=O)C(=O)N(Nc1ccccc1C)c1ccccc1C	0.3	1.3	2	-2	0.0	1	15	-5	91	3
CCOCc1cnc(C)nc1NCC(=O)c1c(C)[nH]c2ccc(OC)cc12	-0.1	0.94	5	-4	-0.2	1	2	-5	97	-10
COC(=O)c1c(NC(=O)Nc2ccc(Cl)cc2)sc(C)c1C	1.2	1.1	·	·	-0.3	1	4	-5	101	-9
CCOC(=O)C1CCN(C(=O)c2ccc(NC(=O)C3CCCO3)cc2)CC1 (configuration not stated)	-3.1	1.5	0	0	-0.2	1	5	0	101	-1

Exported with values under each structure: entries from further up
Screens in order – DTT redox prof	NF-kB neuron act	APP 5'UTR act	APP transl inh	Hsp70 act	FLuc stim CS	G6PDH counter	FLuc inh counter	STAT1 activator	HMGR II inh
- CCOc1ccc(N=Nc2c(C)noc2C)cc1
  0.1	1.3	5	-5	-0.2	1	14	-1	119	-11
- CCNc1nc(NC(C)(C)C)nc(N(C#N)CC)n1
  -0.1	0.97	15	-15	-0.2	1	2	-1	91	-3
- Cc1cc(C)n(C(=O)CCCn2cc([N+](=O)[O-])cn2)n1
  0.6	0.84	-14	14	-0.2	1	6	-1	101	-5
- C/C(=N\NC(=O)c1cccc(N/N=C(\C)c2ccco2)c1)c1ccco1
  -0.1	1	63	-64	0.0	0.8	-3	15	120	-3
